Compound activity: PubChem BioAssay, National Center for Advancing Translational Sciences (NCATS)
IL-1B inflam inh = inflammasome signaling inhibition, IL-1 beta readout; THP-1 LPS/ATP IL-1B secretion, AlphaLISA, 16 h; stronger effect = lower value; activity change, % at 57.5 µM; actives 4.7% (n = 360,000); AID 743279; in the data active = activity change below about -50%; inconclusive = mostly about -30% to -49%; note: % is set by controls: 0 for no effect and ±100 for the full control effect
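THP-1 cells pretreated 1 hr with compounds (up to 57.5 uM final), then stimulated with LPS (250 ng/mL final) plus ATP (1.25 mM final); secreted IL-1B measured by AlphaLISA after 16 hr, decreased signal indicating inhibition.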
HT1080 IDH1KD tx = toxicity to HT-1080 IDH1 knockdown cells (counter line); HT-1080 IDH1 knockdown viability, ATP luminescence, 48 h; Potency, µM (series often up to 46.1 µM), inactives show top-dose activity, negative = toxicity, actives largely listed as cytotoxic; actives 2% (n = 360,000); AID 686971;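 note: potency is the fitted concentration of half-maximal effect; 0% = DMSO wells and -100% = cell-free medium wells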
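Assay cells: HT-1080 with IDH1 knockdown, 750 per well, RPMI/5% FBS. Exposure: 48 h at 37 °C following 2 h pre-incubation. Read: CellTiter-Glo luminescence; fitted concentration-response, curve class assigned.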
MCF10A rerep = DNA re-replication induction in MCF 10a cells; MCF 10A DNA re-replication, Hoechst nuclear intensity, 48 h; Potency, µM (highest dose often 46.1 µM), inactives show at the highest dose activity, positive = re-replication, most hits filed as activators; actives 2.9% (n = 350,000); AID 624296; note: potency is the fitted concentration of half-maximal effect; % of control where 0% means no effect; nearly all actives have a fitted effect of over 50% in size
KB-3-1 tox = KB-3-1 parental cell cytotoxicity | Potency, µM (doses to about 46.1 µM), for the others: top-dose activity change, negative = cytotoxic, hits mostly cytotoxic | actives 1.4% (n = 400,000) | KB-3-1 viability, CellTiter-Glo ATP luminescence, 72 h | AID 1347075; note: potency is the fitted concentration of half-maximal effect; % is set by controls: 0 for no effect and ±100 for the full control effect; nearly all actives have a fitted effect of over 60% in size
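Multi-concentration cytotoxicity screen in KB-3-1 cells grown in DMEM lacking phenol red with 10% FBS. After 72 h at 37 °C with compound, ATP-dependent luminescence was recorded.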
S2 tox = reduces viability in counter-screen for ATXN expression inhibitors; S2 cells (HEK-293 line with an ATXN2-luciferase reporter) viability, CellTiter-Fluor protease fluorescence, 24 h; Potency, µM (series often up to 56.7 µM), usual class: cytotoxic; actives 0.49% (n = 400,000); AID 651635; note: potency is the fitted concentration of half-maximal effect; nearly all actives have a fitted effect of over 40% in size
ATXN2 expr inh = ATXN2 expression inhibition; Potency, µM (top dose mostly 57 µM), without a hit: at the top dose activity change, negative = inhibition, actives largely listed as inhibitors; AID 1745845; actives 0.72% (n = 360,000); HEK-293 ATXN2-luciferase reporter, luminescence, 24 h; note: potency is the fitted concentration of half-maximal effect; % is set by controls: 0 for no effect and ±100 for the full control effect; nearly all actives have a fitted effect of over 55% in size
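qHTS (up to 57 uM final) was run with 24 h compound exposure of reporter cells at 37 °C. Each well was multiplexed: SteadyGlo luminescence measured ATXN2-luciferase expression after a fluorogenic Gly-Phe-AFC viability readout (25 uM final).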
SW480 rereplic = inducers of DNA re-replication in SW480 colon cancer cells; Potency, µM (top dose mostly 46.1 µM), inactives show at the top dose re-replication activation, usual class: activators; actives 1.8% (n = 340,000); SW480 DNA re-replication, Hoechst DNA content imaging, 48 h; note: potency is the fitted concentration of half-maximal effect; % of control where 0% means no effect; nearly all actives have a fitted effect of over 55% in size
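Image-based read-out: total Hoechst fluorescence of nuclei (405 nm excitation, 500-530 nm emission), with hits raising the fraction of high-intensity nuclei. SW480 colon cells incubated 48 hr with compounds at 37 C.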
HepG2 tox = HepG2 cytotoxicity, counter-screen for TGF-b inhibitors; actives 0.76% (n = 410,000); HepG2 CAGA-GFP viability, ATP luminescence, 18 h; Potency, µM (highest dose often 46.1 µM), inactives show at the top dose activity change, negative = cytotoxicity, usual class: cytotoxic; AID 588856; note: potency is the fitted concentration of half-maximal effect; some results filed as inactive show a strong effect at the top dose
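CellTiter-Glo luminescence gave cytotoxicity after 18 hours at 37 degrees C. The cells were HepG2 CAGA-GFP in 1% FBS DMEM, stimulated with 500 pg/mL TGF-beta after compound addition. %Activity was normalised to no-cell wells (complete cell-killing) and DMSO (no toxicity), and curves were fitted and classified.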
HT1080NT lethal = kills 2HG-producing HT-1080-NT fibrosarcoma cells; actives 1.6% (n = 360,000); Potency, µM (titrated, usually from 46.1 µM), for inactives: at the top dose activity, negative = less viability, actives largely listed as cytotoxic; AID 686970; HT-1080-NT fibrosarcoma viability, CellTiter-Glo ATP luminescence, 48 h;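 note: NT is the 2HG producing partner of a matched IDH1 knockdown line; potency is the fitted concentration of half-maximal effect; 0% = DMSO-treated cells and -100% = media-only wells without cells; nearly all actives have a fitted effect of over 55% in size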
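A 48-hour cytotoxicity screen used HT-1080-NT cells plated 2 hours before compound delivery. ATP-based CellTiter-Glo luminescence measured viability, normalized to DMSO and no-cell controls.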
* = called active by the depositor; i = inactive; ? = inconclusive; . = no result given; [ ] = dose if it differs, or a comment. Unless noted, calls come from the whole dose curve; as a rule, active = well fitted curve in the direction sought with a large enough effect; inconclusive = small, poorly fitted or top-dose-only effect, or another doubt; inactive = no such curve, though single readings can be large; an effect the other way counts as inactive or inconclusive.

SMILES | IL-1B inflam inh | HT1080 IDH1KD tx | MCF10A rerep | KB-3-1 tox | S2 tox | ATXN2 expr inh | SW480 rereplic | HepG2 tox | HT1080NT lethal
CC(CCc1ccco1)NC(=O)Cn1nc(Cc2ccncc2)c2ccccc2c1=O (stereo unspecified) | -9 | -9% | 2% | 0% | i | -6% | -4% | -20% | -7%
Cc1ccc(OCc2ccoc2C(=O)O)cc1C | 36 | 5% | 20% | 7% | i | 18% | -8% | 1% | 1%
Oc1ccccc1Cn1c(-c2ccccc2O)nc2ccccc21 | -6 | 2% | ? | 0% | i | -21% | 0% | -32% | 9%
Cc1c(NC(=O)c2cc3nc(-c4ccccc4)cc(C)n3n2)c(=O)n(-c2ccccc2)n1C | -4 | 2%[9.24 µM] | 9% | 21% | i | 8% | -9% | 12% | 5%
Cc1c(-n2c(SCC(=O)NC(C)C)nc3ccccc3c2=O)c(=O)n(-c2ccccc2)n1C | 0 | 3% | -4% | -3% | i | . | 0% | 12% | 0%
CCN1C(=S)SC(=O)C1=C1C=C(C)N(CCO)C(C)=C1 | 5 | ? | 23% | 1% | i | 34%[activator] | -3% | -3% | -2%
NC(=O)C1CCN(C(=O)CSc2nc3ccccc3s2)CC1 | 0 | 0% | -3% | -3% | i | 4% | -5%[9.22 µM] | -22% | -4%
Cc1ccc2occ(C3N[C@H](C(=O)O)CS3)c(=O)c2c1 (stereo partly specified) | 21 | -3% | 18% | 3% | i | -5% | ? | 0% | -3%
COc1cc2c(cc1OC)CN(S(=O)(=O)c1cccs1)CC2 | 11 | -1% | -98%[inhibitor] | 19% | i | 3% | 108% | 3% | 13%
COc1ccc(-c2c(C#Cc3ccsc3)c3cc(-c4ccc(OC)nc4)ccc3n2C)cc1 | 21 | 9% | -1% | -8% | i | 4% | -4% | 9% | 8%
COC(=O)CSc1nc2nc(C)cc(C)n2n1 | -15 | 7% | -1% | 17% | i | -3% | 4% | -9% | 11%
CNc1ccc(Br)cc(C(=O)/C=C/c2cccc(Cl)c2Cl)c1=O | -56* | -7% | 16µM* | 16µM* | ? | ? | 4% | -34% | 0%
CC(=O)N1CCN(c2ccc(NCc3ccc4c(c3)OCO4)cc2)CC1 | -4 | -4% | -8% | -6% | ? | -6% | -3% | -2% | -1%
O=[N+]([O-])c1ccc(NC(=S)NCCc2ccc(Cl)cc2)cc1 | -55* | ? | ? | ? | ? | ? | 11% | 11µM* | ?
CCOc1ccc(N2CC(c3nc4ccccc4n3CCOc3ccc(OC)cc3)CC2=O)cc1 (stereo unspecified) | . | . | . | -33% | i | 1% | . | -19% | .
CCc1nnc(NS(=O)(=O)c2ccc(N/C=C\C(=O)c3ccc4ccccc4c3)cc2)s1 | 16 | -21% | 23µM* | 1% | i | 2% | 14% | -9% | -21%
CCOc1ccc(C2/C(=C(/O)c3ccc4c(c3)CC(C)O4)C(=O)C(=O)N2CCCn2ccnc2)cc1OCC (stereo unspecified) | 12 | -1% | 2% | 6% | i | . | -11% | -2% | -1%
CC(Oc1ccccc1)C(=O)N=Nc1c(O)[nH]c2ccc([N+](=O)[O-])cc12 (stereo unspecified) | 69 | 0% | -1% | 3% | i | . | 0% | -3% | 5%
Cc1cc2ncc(-c3ncc(C(F)(F)F)cc3Cl)cn2n1 | -7 | -12% | 2% | ? | i | ? | 2% | -39% | 4%[9.24 µM]
O=C(C1COc2ccccc2O1)N1CCN(c2nc3ccc([N+](=O)[O-])cc3s2)CC1 (stereo unspecified) | -7 | 11% | 15% | 10% | i | 9% | -62%[inhibitor] | -3% | 1%
Cc1nc2ccc(C(=O)OCc3ccccc3Br)cc2nc1C | 25 | 3% | ? | 12% | i | 42%[activator] | -6% | -15% | -1%
O=C(O)c1cccc(-n2cccc2/C=C2/NC(=O)N(c3cccc(Cl)c3)C2=O)c1 | 20 | -10% | 2% | -2% | i | -5% | -7% | -23% | -4%
COc1ccc(CN2CCC(Oc3cc(C(=O)NC4CC4)ccc3OC)CC2)c(O)c1 | 0 | -4% | 1% | -25% | i | 0% | -9% | -11% | 2%
CC1Cc2ccccc2N1C(=O)CSc1nc(-c2ccco2)cc(C(F)(F)F)n1 (stereo unspecified) | -15 | 23% | -2% | 1% | i | -7% | -1% | 4% | 3%

Not a retest: 8 of the compounds above.
SMILES | IL-1B inflam inh | HT1080 IDH1KD tx | MCF10A rerep | KB-3-1 tox | S2 tox | ATXN2 expr inh | SW480 rereplic | HepG2 tox | HT1080NT lethal
CC(=O)N1CCN(c2ccc(NCc3ccc4c(c3)OCO4)cc2)CC1 | -4 | -4% | -8% | -6% | ? | -6% | -3% | -2% | -1%
O=[N+]([O-])c1ccc(NC(=S)NCCc2ccc(Cl)cc2)cc1 | -55* | ? | ? | ? | ? | ? | 11% | 11µM* | ?
CCOc1ccc(N2CC(c3nc4ccccc4n3CCOc3ccc(OC)cc3)CC2=O)cc1 (stereo unspecified) | . | . | . | -33% | i | 1% | . | -19% | .
CCc1nnc(NS(=O)(=O)c2ccc(N/C=C\C(=O)c3ccc4ccccc4c3)cc2)s1 | 16 | -21% | 23µM* | 1% | i | 2% | 14% | -9% | -21%
CCOc1ccc(C2/C(=C(/O)c3ccc4c(c3)CC(C)O4)C(=O)C(=O)N2CCCn2ccnc2)cc1OCC (stereo unspecified) | 12 | -1% | 2% | 6% | i | . | -11% | -2% | -1%
CC(Oc1ccccc1)C(=O)N=Nc1c(O)[nH]c2ccc([N+](=O)[O-])cc12 (stereo unspecified) | 69 | 0% | -1% | 3% | i | . | 0% | -3% | 5%
Cc1cc2ncc(-c3ncc(C(F)(F)F)cc3Cl)cn2n1 | -7 | -12% | 2% | ? | i | ? | 2% | -39% | 4%[9.24 µM]
O=C(C1COc2ccccc2O1)N1CCN(c2nc3ccc([N+](=O)[O-])cc3s2)CC1 (stereo unspecified) | -7 | 11% | 15% | 10% | i | 9% | -62%[inhibitor] | -3% | 1%

Following part.
SMILES | IL-1B inflam inh | HT1080 IDH1KD tx | MCF10A rerep | KB-3-1 tox | S2 tox | ATXN2 expr inh | SW480 rereplic | HepG2 tox | HT1080NT lethal
Cc1c(Cl)c([N+](=O)[O-])nn1CCCC(=O)Nc1ccc(Cl)cc1Cl | -5 | 0% | 4% | 0% | i | -4% | -1% | -37% | -3%
Cc1ccc(S(=O)(=O)N2[C@@H](c3ccc(Br)cc3)C(C(=O)O)=CC[C@H]2c2ccc(C(C)C)cc2)cc1 | 14 | -19% | 36% | 0% | ? | -9% | -5% | -4% | -12%
Cc1ccc(S(=O)(=O)Nc2ccc3c(c2)CC(=O)N([C@H](C)CO)C[C@H](C)[C@H](CN(C)Cc2ccc4c(c2)OCO4)O3)cc1 | 50 | -24% | 18% | ? | . | ? | 12% | -50% | -11%
COc1ccc(Br)cc1CN(C)CC(=O)Nc1cccc(S(=O)(=O)N2CCCC2)c1 | -52* | -28% | ? | -27% | i | ? | ? | 3% | -25%
CCOC(=O)c1cc2c(n(-c3ccc(C)cc3)c1=O)CCCC2=O | -18 | 10% | -2% | 14% | i | -3% | -14% | 2% | 19%
Cc1[nH]c2ccc(C(=O)NCc3ccccn3)cc2c1C | ? | 0% | 1% | 27% | i | 10% | -6% | -21% | 0%
O=c1[nH]ncc(NCCCO)c1Cl | 13 | -4% | -4% | 0% | i | 3% | -3% | 1% | 0%
COc1ccc(-c2noc(CSc3nnc(Cc4ccccc4)n3-c3ccc(Cl)cc3)n2)cc1 | ? | ? | ? | 3% | ? | -3% | 19% | -18% | ?
O=C(COC(=O)c1cc(S(=O)(=O)Nc2ccccc2Cl)ccc1O)Nc1nc2ccccc2s1 | 32 | -3% | ? | -15% | i | -1% | -7% | 4% | -13%
CCOC(=O)c1cccc(NC(=O)CSc2nc(N)cc(N)n2)c1 | 50 | -4% | 0% | ? | i | 0% | -5% | 3% | -14%
COc1ccc(Oc2nnc(C)c3ccccc23)cc1 | 0 | 6% | -4% | -22% | i | 54%[activator] | -11%[9.22 µM] | -3% | 17%
CSc1cccc(NC(=O)C2CCCN(S(=O)(=O)c3ccc(F)cc3)C2)c1 (stereo unspecified) | -15 | ? | 16% | 0% | i | -20% | 2% | 2% | -30%
CN(C)C(=O)c1ccc(OCC(F)(F)F)nc1 | 3 | 11% | -1% | 11% | i | 1% | 0% | -2% | 11%
O=C1CN(C(=O)COC(=O)CNC(=O)c2ccccc2)c2ccccc2N1 | 10 | 16% | 6% | -5% | i | 5% | -4% | 0% | 6%
CSCCC(C)N1CCC(Oc2ccc(C(=O)N3CCCC3)cc2)CC1 (stereo unspecified) | 0 | -8% | -5% | -4% | i | 3% | 2% | 9% | -4%
Nc1ccc(S(=O)(=O)NC2(C(F)(F)F)NC(=O)N(Cc3ccccc3)C2=O)cc1 (stereo unspecified) | 15 | 17% | -1% | 2% | i | -5% | 3% | 4% | 15%
CC1CCc2c(sc(NC(=O)c3cc(-c4ccc(Br)cc4)on3)c2C(N)=O)C1 (stereo unspecified) | . | . | . | 19% | i | -4% | . | 12% | .
COc1ccc(C=O)cc1COc1ccc(C)cc1[N+](=O)[O-] | 11 | -1% | ? | ? | i | 5% | ? | -4% | -16%
O=C(CSc1nc2ccccc2nc1N1CCCC1)Nc1ccc(Cl)cc1 | 11 | -1% | 11% | 3% | i | 3% | 9% | -10% | -18%
COCCNC(=O)C(c1cccnc1)N(Cc1ccccc1)C(=O)Cn1nnc2ccccc21 (stereo unspecified) | 4 | 0% | 58% | 0% | i | . | 12% | 1% | -6%
Cc1ccsc1C(=O)N/N=C/c1ccc([N+](=O)[O-])cc1 | -6 | -21% | -1% | 3% | i | 33%[activator] | -5% | 26% | -1%
